Assay outcomes (PubChem)
CHT inh: human CHT choline transport inhibition. B-score at 10 µM. 0.86% of 310,000 active. Q9GZV3. AID 488975. CHT-expressing cells, membrane potential dye, choline response; active compounds read low;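 active = B-score over 3 SD under the library average, and starting fluorescence ratio not unusually high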;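 also: choline stimulus applied at its EC90 after an EC20 pre-addition; B-score computed on integrated fluorescence ratio after choline addition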
Target sequence (Q9GZV3 whole entry, looked up): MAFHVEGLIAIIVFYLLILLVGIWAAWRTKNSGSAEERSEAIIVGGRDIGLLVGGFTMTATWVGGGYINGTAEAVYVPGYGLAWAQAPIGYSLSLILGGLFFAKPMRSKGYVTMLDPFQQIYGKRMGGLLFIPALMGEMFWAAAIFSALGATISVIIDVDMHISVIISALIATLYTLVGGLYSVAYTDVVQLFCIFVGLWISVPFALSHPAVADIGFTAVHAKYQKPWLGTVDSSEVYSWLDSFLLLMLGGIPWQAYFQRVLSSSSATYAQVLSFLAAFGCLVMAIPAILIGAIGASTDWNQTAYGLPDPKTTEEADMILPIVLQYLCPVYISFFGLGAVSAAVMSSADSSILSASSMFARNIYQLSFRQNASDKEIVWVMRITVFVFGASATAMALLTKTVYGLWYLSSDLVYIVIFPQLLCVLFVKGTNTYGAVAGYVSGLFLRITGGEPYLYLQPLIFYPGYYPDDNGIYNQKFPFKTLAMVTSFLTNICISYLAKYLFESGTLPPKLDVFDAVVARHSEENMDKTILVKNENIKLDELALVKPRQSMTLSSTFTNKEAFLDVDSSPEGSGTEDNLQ
Active calls of the source: *; i = inactive. An excerpt (hit frequency here may not be typical).

SMILES	CHT inh
O=C(N/N=C\c1ccc(CNS(=O)(=O)c2ccc(Cl)cc2)o1)C(=O)Nc1ccc(Oc2ccccc2)cc1	i
CC1CCCCC1NCC(=O)Nc1ccccc1-c1ccccc1 (centres undefined)	i
CC(=O)CCc1ccccc1	i
CC1(C)Cc2c(c(N3CCCC3)nc3sc4c(N5CCN(CCO)CC5)ncnc4c23)CO1	i
Cc1ccc(C(=O)c2ccc(CC(=O)O)n2C)cc1	i
COc1cc(/C=C(\C#N)c2nc3ccccc3s2)ccc1OCC(=O)Nc1ccccc1	i
O=C(C1CC1)N1CCN=C1SCc1cccc(F)c1	i
COc1ccc2c(c1)-c1nc(/N=C/c3ccc(O)c(OC)c3)sc1CC2	i
CCOc1ccc2[nH]c(=O)c(=O)[nH]c2c1	i
Cc1ccc2[nH]c3c(c2c1)CN(C(=O)CN1CC(C)OC(C)C1)CC3 (centres undefined)	i
N#Cc1ccc(C(=O)Nc2cc(-c3ccccc3)nn2-c2ccccc2)cc1	i
Cc1cccc(NC(=O)/C(C#N)=C/c2cn(CC(=O)NCc3ccco3)c3ccccc23)c1	i
Cc1[nH][nH]c(=O)c1C(c1c(C)[nH][nH]c1=O)c1cn(Cc2ccc(F)cc2)c2ccccc12	i
Cc1ccccc1N(C)S(=O)(=O)c1ccc2[nH]cc(C(=O)NCC3CCCO3)c(=O)c2c1 (centres undefined)	-7*
Cc1[nH]n(-c2ccccc2)c(=O)c1/C=N/NC(=O)c1cccc([N+](=O)[O-])c1	i
CC(C)(Sc1ccc(CCN(CCCCC2CCCCC2)C(=O)NC2CCCCC2)cc1)C(=O)O	i
O=C(O)c1cc(/C=C/C(=O)c2cc(F)ccc2O)c2c(c1)COCO2	i
CC(=O)N1c2ccc3ccccc3c2C2C=CCC2C1c1ccc(Br)cc1 (centres undefined)	i
C#CCOCCOCCOCCNc1nc(N2CCN(C(=O)CCCCCCCCCCNC(=O)[C@H](CCCCN)n3cc(C)nn3)CC2)nc(N2CCN(C(=O)CCCCCCCCCCNC(=O)[C@@H]([C@H](C)O)n3cc(C)nn3)CC2)n1	i
O=C1ON=C(c2ccccc2)/C1=C/c1ccc(-c2ccccc2[N+](=O)[O-])o1	i

Part of the list above, field by field.
molecule: Cc1[nH][nH]c(=O)c1C(c1c(C)[nH][nH]c1=O)c1cn(Cc2ccc(F)cc2)c2ccccc12
  CHT inh: i
molecule: Cc1ccccc1N(C)S(=O)(=O)c1ccc2[nH]cc(C(=O)NCC3CCCO3)c(=O)c2c1 (centres undefined)
  CHT inh: -7*
molecule: Cc1[nH]n(-c2ccccc2)c(=O)c1/C=N/NC(=O)c1cccc([N+](=O)[O-])c1
  CHT inh: i
molecule: CC(C)(Sc1ccc(CCN(CCCCC2CCCCC2)C(=O)NC2CCCCC2)cc1)C(=O)O
  CHT inh: i

Next section.
SMILES	CHT inh
N#CC1=C(N)C2=CCCC[C@H]2[C@H](c2ccc(Br)cc2)C1(C#N)C#N	i
CCN1CCN(CCNC(=O)c2ccc(CS(=O)(=O)c3c(Cl)cccc3Cl)o2)CC1	i
OCC[C@H]1C[C@@H](O)[C@H](O)[C@@]2(Cc3ccccc3CO2)O1	i
CC(=O)N1CCc2cc(S(=O)(=O)CCC(=O)N3CCN(C(=O)c4ccco4)CC3)ccc21	i
COc1ccc(CCNC(=O)CCNS(=O)(=O)c2ccc3c(c2)CCN3C(C)=O)cc1OC	i
O=C(O)c1ccc(CNCc2cccc(Cl)c2Cl)cc1	i
CCN1C(=O)OC2(CCCCC2)C1(C)O (centres undefined)	i
CC[C@H](C)[C@H]1O[C@]2(CC[C@@H]1C)C[C@@H]1C[C@@H](CC=C(C)[C@@H](O[C@H]3C[C@H](OC)[C@@H](O[C@H]4C[C@H](OC)[C@@H](O)[C@H](C)O4)[C@H](C)O3)[C@@H](C)C=CC=C3CO[C@@H]4[C@H](O)C(C)=C[C@@H](C(=O)O1)[C@]34O)O2	i
Cc1nc2nc(C)n(-c3ccccc3)c2s1	i
Cc1cccc(N2C(S)=C(C#N)C(=O)NC2c2cccs2)c1 (centres undefined)	i

Shown as a hit in CHT inh, among the entries above:
SMILES	CHT inh
Cc1ccccc1N(C)S(=O)(=O)c1ccc2[nH]cc(C(=O)NCC3CCCO3)c(=O)c2c1 (centres undefined)	-7*

(listing goes on)
SMILES	CHT inh
CC1(C)CC[C@]2(C(=O)O)CC[C@]3(C)C(=CC[C@@H]4[C@@]5(C)CC[C@H](O)C(C)(C)[C@@H]5CC[C@]43C)[C@@H]2C1	i
N=c1c(C(=O)NCc2ccc(F)cc2)cc2c(=O)n3ccccc3nc2n1CCCN1CCOCC1	i
O=C1C(=Cc2ccc(Br)o2)C(=O)c2ccccc21	i
CCOC(=O)[C@H]1[C@H]2COc3ccc(Cl)cc3[C@@H]2N2C(=O)c3ccc(Cl)cc3NC(=O)[C@@]12C	i
O=C1C(SCCO)=C(SCCO)C(=O)c2ccccc21	i
CCOC(=O)c1cn(CC)c2ccc(S(=O)(=O)N3CC(C)CC(C)C3)cc2c1=O (centres undefined)	i
Cc1ccc2c(c1)-c1nc3ccccc3cc1C2=NC1CCCCC1	i
O=C(C1CCN(S(=O)(=O)c2cccc3cccnc23)CC1)N1CCN(C2CCCCC2)CC1	i
CN(Cc1ccccc1)S(=O)(=O)c1ccc2[nH]cc(C(=O)NCC3CCCO3)c(=O)c2c1 (centres undefined)	-10*
Cc1ccc(/C=C2\SC(=S)N(Cc3ccccc3)C2=O)o1	i
COc1ccc(S(=O)(=O)N2CCCC2)c(C)c1C	i
Cn1cc(C(=O)N2CCN(c3ccccn3)CC2)c(=O)c2cc(S(=O)(=O)N3CCOCC3)ccc21	i
Cc1ccc(Cn2ncc3c(N4CCOCC4)ncnc32)cc1	i
Cc1cc(C)c(S(=O)(=O)c2ccccc2)c(OC(=O)c2ccc(Cl)cc2Cl)n1	i
COc1cc(/C=C(\C#N)c2ccccn2)ccc1OCc1ccccc1Cl	i
OC[C@@H](O)[C@@H](O)CO	i
CC(C)Cn1c(N)c(C(=O)COC(=O)c2cc(C(F)(F)F)nc3ccccc23)c(=O)n(C)c1=O	i
CN1C(=O)CC(N2CCN(CCN=CC3=C(O)CC(C)(C)CC3=O)CC2)C1=O (centres undefined)	i
C[C@@H]1CC(=O)[C@H]2CC(CO)=CCC[C@@H]2[C@@]1(C)CC/C(=C/CO)CO	i
O=[N+]([O-])c1ccc(N/N=C/c2ccc[nH]2)cc1	i

Arranged by heavy-atom count (descending): some entries from above.
SMILES	CHT inh
Cn1cc(C(=O)N2CCN(c3ccccn3)CC2)c(=O)c2cc(S(=O)(=O)N3CCOCC3)ccc21	i
CN1C(=O)CC(N2CCN(CCN=CC3=C(O)CC(C)(C)CC3=O)CC2)C1=O (centres undefined)	i
COc1cc(/C=C(\C#N)c2ccccn2)ccc1OCc1ccccc1Cl	i
C[C@@H]1CC(=O)[C@H]2CC(CO)=CCC[C@@H]2[C@@]1(C)CC/C(=C/CO)CO	i

More structures follow:
SMILES	CHT inh
COc1ccc(Cl)cc1-n1c(=S)sc2c(=O)[nH]c(SCC(=O)NCC3CCCO3)nc21 (centres undefined)	i
Cc1nc(NC(=O)c2cccnc2)ccc1Br	i
CN1CCC2(CC1)Nc1nc(SCc3ccc(Cl)cc3)nn1C1=C2CN(C)CC1	i
COc1cc(CNCc2ccc(OC)c(OC)c2OC)cc(OC)c1	i
Cc1[nH]nc2c1C(C1CC=CCC1)C(C#N)=C(N)O2 (centres undefined)	i
O=C(NC12CC3CC(CC(C3)C1)C2)c1ccc(COc2ccc(Cl)cc2[N+](=O)[O-])o1	i
CC12CCC3c4ccc(O)cc4CCC3C1CCC2=O (centres undefined)	i
Cc1oc(-c2ccc(Cl)cc2)nc1CN1CCCC(C(=O)NCCCN2CCCC2=O)C1 (centres undefined)	i
CCNC(=O)NC(=O)C(C)Sc1ccc2c(c1)OCCO2 (centres undefined)	i
CC(=O)OC1c2c(ccc3ccc(=O)oc23)OC(C)(C)C1OC(=O)CC(C)C (centres undefined)	i
COc1ccc(-c2cn(CCO)c(-c3ccncc3)n2)cc1	i
O=C(CCCn1c(SCC(=O)NCC2CCCO2)nc2ccccc2c1=O)NCC1CCCO1 (centres undefined)	i
C[C@]1(OC(=O)/C=C/c2ccccc2)C[C@@H](O)[C@]2(O)C=CO[C@@H](O[C@@H]3O[C@H](CO)[C@@H](O)[C@H](O)[C@H]3O)[C@@H]21	i
Cc1ccc(S(=O)(=O)N2[C@@H](c3ccc(Cl)cc3)C(C(=O)O)=CC[C@H]2c2cccc(Cl)c2)cc1	i
C#CCOCCOCCOCCNc1nc(N2CCN(C(=O)CCCCCCCCCCNC(=O)[C@H]([C@@H](C)CC)n3cc(CCCCCN)nn3)CC2)nc(N2CCN(C(=O)CCCCCCCCCCNC(=O)[C@@H]([C@H](C)CC)n3cc(CCCCCN)nn3)CC2)n1	i
O=C(Nc1ccc2c(c1)CCC2)C1COc2ccccc2O1 (centres undefined)	i
O=C(Nc1nc2ccccc2n1CCN1CCCC1)c1ccc(Cl)cc1	i
CCOc1ccc(NC(=O)CN2CCN(CC(=O)c3ccc(OC)c(OC)c3)CC2)cc1	i
CCCC(=O)O[C@H]1C[C@@H](C)N(C(=O)c2ccccc2)c2ccc(C)cc21	i
COc1ccc(S(=O)(=O)Nc2ccc(CC#N)cc2)cc1	i
COc1ccc(-c2nc3c(Br)c(N)c(Br)cc3o2)cc1	i
C#CCOCCOCCOCCNc1nc(N2CCN(C(=O)[C@H]([C@@H](C)O)n3cc(CCCCN)nn3)CC2)nc(N2CCN(C(=O)[C@H](CCCCN)n3cc(CCC(=O)O)nn3)CC2)n1	i
CCOC(=O)N1CCN(c2c(N3CCc4ccccc4C3)c(=O)c2=O)CC1	i
Cc1ccc(-n2nc3c(c2NC(=O)c2ccc(S(=O)(=O)N4CCOCC4)cc2)CSC3)c(C)c1	i
Nc1ncnc2c1ncn2C1CCCC1	i
CCC(=O)Nc1ccc2oc(-c3cccc(C)c3)nc2c1	i
CC1(C)CC(C)(c2ccc(O)cc2O)N(c2cccc(Cl)c2)C(=S)N1 (centres undefined)	i
C/C=C/c1ccc(OCCCCn2cncn2)c(OC)c1	i
COc1ccc(N2CCN(C(=O)c3cccc(N4C(=O)C5CC=CC(C)C5C4=O)c3)CC2)cc1 (centres undefined)	i
CCOC(=O)c1sc2nc3c(cc2c1N)COC(C)(C)C3	i
CCOC(=O)N1CCN(C(=O)c2ccc3c(c2)NC(=O)C(N2CCOCC2)S3)CC1 (centres undefined)	i
CC[C@H](C)C(N)c1cn([C@@H](CC(N)=O)C(=O)N2CCNCC2)nn1 (some centres undefined)	i
CC1(C(=O)NCc2cc(F)cc(C(F)(F)F)c2)C=CC2(CCCCC2)N1C(=O)c1ccccc1 (centres undefined)	i
Clc1cccc(CN2COc3c(cc(Cl)c4cccnc34)C2)c1	i
COc1ccc(-n2cnc3cc(NS(=O)(=O)c4ccc(C)cc4)ccc32)cc1	i
CCOC(=O)[C@H]1[C@H]2COc3ccccc3[C@@H]2N2C(=O)c3ccc(C)cc3NC(=O)[C@@]12C	i
CC1C(c2ccccc2)N(C)C(c2ccccc2)C(C)C1(O)C#Cc1ccccc1 (centres undefined)	i
COc1c(Br)cc2c(C)c(C(=O)N3CCOCC3)oc2c1Br	i
Cn1c(=O)c2cc(S(=O)(=O)NC(C(=O)Nc3cccnc3)c3ccccc3)ccc2n(C)c1=O (centres undefined)	i
C=C1CC[C@H](O)C/C1=C/C=C1\CCC[C@]2(C)[C@@H]([C@H](C)/C=C/[C@H](C)C(C)C)CC[C@@H]12	i
Cc1ccc(-n2c(Cl)c(Cl)nc(Cl)c2=O)cc1	i
O=[N+]([O-])c1cccc(/C=C/c2nc(C=Nc3ccc4ccccc4c3)c(O)o2)c1	i
O=C(O)[C@H]1CCCN1S(=O)(=O)c1cccc2cccnc12	i
COc1ccc(C2=NCCn3nc4ccccc4c32)cc1	i
N=C(N)c1ccc(N)cc1	i
COC(=O)Cn1cc(C(=O)C2CC2)c2ccccc21	i
CCOc1cc(/C=N\NC(=O)Cc2ccccc2)ccc1OCC(=O)Nc1ccc(C)c(C)c1	i
CCCCCCCC/C=C\CCCCCCCC(=O)NCCc1ccc(O)c(O)c1	i
CN1CCN(C(=S)Nc2cc([N+](=O)[O-])ccc2Cl)CC1	i
Cc1cc(N2C(=O)c3ccc(C(=O)NCc4ccccc4)cc3C2=O)no1	i

Next part:
SMILES	CHT inh
C#CCOCCOCCOCCNc1nc(N2CCN(C(=O)CCCCCCCCCCNC(=O)[C@@H](CCC(=O)O)n3cc(CCCCCN)nn3)CC2)nc(N2CCN(C(=O)CCCCCCCCCCNC(=O)[C@H]([C@@H](C)CC)n3cc(CCCCCN)nn3)CC2)n1	i
C#CCOCCOCCOCCNc1nc(N2CCN(C(=O)CCCCCCCCCCNC(=O)[C@H](CCCCN)n3cc(C[C@@H](C)CC)nn3)CC2)nc(N2CCN(C(=O)CCCCCCCCCCNC(=O)[C@@H]([C@H](C)O)n3cc(C)nn3)CC2)n1	i
CCc1ccc(-c2nc(CN3CCC(C(=O)N4CCN(c5ccccn5)CC4)CC3)c(C)o2)cc1	i
CCCn1c(=O)[nH]c(=O)c2c1nc(-c1ccccc1)n2CCN1CCOCC1	i
O=S(=O)(c1cccc2ccccc12)N1CCSC1	i
Nc1c(Cl)cc(-c2cn(CCC(=O)O)c(-c3ccc(Cl)nc3)n2)cc1Cl	i
O=C1NCCCC2c3cc(O)c4ccccc4c3OC12N1CCCCC1 (centres undefined)	i
C=CCN1C(=NC(=O)CCCC(=O)O)SC2CS(=O)(=O)CC21 (centres undefined)	i
COc1cccc([C@@H]2CC=C(C(=O)O)[C@H](c3ccc(Cl)cc3)N2S(=O)(=O)c2ccc(C)cc2)c1	i
CCOC(=O)c1c(NC(=O)CSc2nnc3c(n2)[nH]c2ccc(F)cc23)sc(C(C)=O)c1C	i
O=C(O)c1ccccc1Nc1ccccc1	i
COc1ccc(/C=C/C(=O)c2cc(Br)ccc(=O)c2O)cc1	i
COc1ccccc1-c1nnc(NC(=O)c2ccc(S(=O)(=O)N(C)Cc3ccccc3)cc2)o1	i
COCCCNC(=O)c1ccc(CNS(=O)(=O)c2ccc(NC(C)=O)cc2)cc1	i
CC(C)Nc1nc(N(c2ccccc2)c2ccccc2)nc(-n2ccnc2)n1	i
